Bioassay records deposited in PubChem by NCI.
sgs1 mgt1 = NCI yeast anticancer drug screen, S. cerevisiae sgs1 mgt1 strain; % growth inhibition at 50 µM; actives 10% (n = 78,000); AID 161;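 also: 0% = growth of vehicle-only cultures of the same strain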
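Percent growth inhibition was derived by comparing compound-exposed mutant yeast with vehicle-exposed cultures. The strain carries alterations in DNA damage repair.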
bub3 = NCI yeast anticancer drug screen, S. cerevisiae bub3 mutant strain. % growth inhibition at 50 µM. AID 167. actives 9.9% (n = 78,000);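 also: 0% = growth of vehicle-only cultures of the same strain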
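Part of a panel of yeast mutants defective in DNA damage repair or cell cycle regulation. Each strain is grown with compound, and inhibition is calculated relative to solvent-treated cultures.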
cln2 rad14 = NCI yeast anticancer drug screen, S. cerevisiae cln2 rad14 strain; AID 165; growth inhibition, % at 50 µM; actives 8.3% (n = 78,000);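 also: 0% = growth of vehicle-only cultures of the same strain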
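Growth inhibition, relative to vehicle-treated controls, is the read-out. The test organism is a yeast strain with defined genetic alterations, cln2 rad14.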
yeast mec2-1 = NCI yeast anticancer drug screen, S. cerevisiae mec2-1 strain; % growth inhibition at 50 µM; actives 9% (n = 79,000);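 also: 0% = growth of vehicle-only cultures of the same strain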
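Using mec2-1 yeast: add compound, measure growth, express inhibition versus vehicle-treated cultures.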
mlh1 rad18 = NCI yeast anticancer drug screen, S. cerevisiae mlh1 rad18 strain. AID 175. % growth inhibition at 50 µM. actives 11% (n = 79,000);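 also: 0% = growth of vehicle-only cultures of the same strain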
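Steps: expose repair-defective yeast to compound; measure growth; express inhibition against vehicle-treated controls.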
rad50 = NCI yeast anticancer drug screen, S. cerevisiae rad50 strain; % growth inhibition at 50 µM; actives 10% (n = 79,000); AID 155;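 also: 0% = growth of vehicle-only cultures of the same strain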
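DNA repair mutant yeast, compound exposure, growth read-out; inhibition is taken relative to vehicle.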
* = called active by the depositor; . = not tested or not shown; & = joins results of further samples. Rule as the data show it: active = growth inhibition above about 70%; inactive = the rest.

SMILES	sgs1 mgt1	bub3	cln2 rad14	yeast mec2-1	mlh1 rad18	rad50
CC(C)=C(CSC#N)S(=O)(=O)c1ccc(C)cc1	7	37	-5	14	15	0
CCCC/C([O-])=C1/C(=O)N(c2ccccc2)N=C1C.CCCC/C([O-])=C1/C(=O)N(c2ccccc2)N=C1C.[Cu+2]	-13	-1	32	-7	-21	-8
CCCC(=O)Nc1ccc2c(c1)CN1C(=O)c3ccccc3C1=N2	8	-2	5	2	-7	-12
Cc1nnc(-n2nc(-c3ccc(Cl)cc3)cc2N)[nH]c1=O	22	23	13	12	34	54
CC1(C)OC2COC3(COC(C)(C)O3)C(O)C2O1 (stereo not drawn)	4	-6	-4	0	-25	-9
Nc1nnnn1-c1cccc(Cl)c1	2	-2	-19	0	11	8
O=C1Oc2ccccc2C(=O)/C1=C/N1C(=O)/C(=C/c2ccc([N+](=O)[O-])cc2)SC1=S	97*	85*	92*	90*	86*	82*
CCCCCCCCCCN	71*	47	42	35	47	66
CCC(CO)Nc1nc2cc(Cl)ccc2c2ccc(Cl)cc12 (stereo not drawn)	96*	96*	90*	95*	94*	94*
NC(=O)Nc1ccc2[nH]c(=O)c3ccccc3c2c1	17	-7	1	-3	1	7
CCOC(=O)CC(=O)Cc1ccccc1	-6	-13	-44	-17	-19	-23
[O-]/[N+](=C\c1ccccc1)c1ccccc1 (tested in a mixture with another compound)	1	-11	-32	-8	3	4
COc1ccc(/C=C2\N=C(c3cccc([N+](=O)[O-])c3)OC2=O)cc1OC	8	7	11	0	-5	5
C[C@@]1(O)CCCC[C@H]1O	-19	-3	3	-28	12	8
COc1cccc(NC(=O)NCCN(C)c2ccccc2)c1	21	23	-17	38	27	-6
O=C(CC(c1ccccc1)C(Sc1ccccc1)(Sc1ccccc1)Sc1ccccc1)c1ccccc1 (stereo not drawn)	13	-1	3	15	7	13
CC(=O)N(CN1C(=O)CCC1C(=O)O)c1ccc(C)cc1 (stereo not drawn)	-33	-14	2	0	-30	-11
NC(Cn1ccc(=O)c(O)c1)C(=O)O (stereo not drawn)	22&7	11&11	7&13	6&19	4&-90	-1&10
CCOc1ccccc1NC(=O)CSc1nnc(Cc2ccccc2)o1	-46	-5	-9	-49	-48	-21
CC(=O)C12C[C@](C#N)(N3CCCCCC3)C1C=Cc1ccccc12 (stereo partly drawn)	-46	-22	-51	-30	-56	-56
Cc1ncc2c(c1O)COC2=O	11	12	6	0	-26	6
Cc1cccc(CNc2ccc(S(=O)(=O)c3ccc(NCc4cccc(C)n4)cc3)cc2)n1	10	-6	-9	4	15	5
O=c1[nH]cnc2nc3c(nc12)CCc1ccccc1-3	7	-12	0	0	-31	17
O=C1OC(c2cccc([N+](=O)[O-])c2)=N/C1=C\c1ccc(O)cc1	12	8	19	33	6	18

In the list so far, these contain an aryl methoxy group.
SMILES	sgs1 mgt1	bub3	cln2 rad14	yeast mec2-1	mlh1 rad18	rad50
COc1ccc(/C=C2\N=C(c3cccc([N+](=O)[O-])c3)OC2=O)cc1OC	8	7	11	0	-5	5
COc1cccc(NC(=O)NCCN(C)c2ccccc2)c1	21	23	-17	38	27	-6

An excerpt of these results, as labelled records:
CCOc1ccccc1NC(=O)CSc1nnc(Cc2ccccc2)o1
- sgs1 mgt1 = -46
- bub3 = -5
- cln2 rad14 = -9
- yeast mec2-1 = -49
- mlh1 rad18 = -48
- rad50 = -21

CC(=O)C12C[C@](C#N)(N3CCCCCC3)C1C=Cc1ccccc12 (stereo partly drawn)
- sgs1 mgt1 = -46
- bub3 = -22
- cln2 rad14 = -51
- yeast mec2-1 = -30
- mlh1 rad18 = -56
- rad50 = -56

Cc1ncc2c(c1O)COC2=O
- sgs1 mgt1 = 11
- bub3 = 12
- cln2 rad14 = 6
- yeast mec2-1 = 0
- mlh1 rad18 = -26
- rad50 = 6

Cc1cccc(CNc2ccc(S(=O)(=O)c3ccc(NCc4cccc(C)n4)cc3)cc2)n1
- sgs1 mgt1 = 10
- bub3 = -6
- cln2 rad14 = -9
- yeast mec2-1 = 4
- mlh1 rad18 = 15
- rad50 = 5

Additional structures.
SMILES	sgs1 mgt1	bub3	cln2 rad14	yeast mec2-1	mlh1 rad18	rad50
c1ccc(C2[C@@H]3CCCc4ccccc4C3=NN2c2ccccc2)cc1 (stereo partly drawn)	-40	-13	-5	-58	-35	-32
CCN(CC)CC	-21	-19	-53	-6	19	-8
CC(=O)/C(=C/n1c(=S)sc2ccccc21)C(=O)Nc1ccc([N+](=O)[O-])cc1	-2	-20	-16	5	-9	6
CSCSCC(CO)NC(=O)/C=C/c1c(C)[nH]c(=O)[nH]c1=O (stereo not drawn)	94*	93*	92*	94*	93*	92*
O=S(=O)(c1ccccc1)[C@H]1[C@@H]2O[C@@H]2C[C@@H]1O	0	-10	1	4	17	-3
C/C=C/c1cc2c(cc1O)CC[C@@H]1[C@@H]2CC[C@]2(C)[C@@H](O)CC[C@@H]12	91*	91*	93*	92*	87*	89*
Cc1cccc(C(=O)OC2CCCCC2)c1	-3	24	-30	1	0	2
O=c1/c(=C/c2ccc(Cl)cc2Cl)sc2nc3ccccc3n12	0	-22	-13	-23	-7	4
O=S(=O)(Cl)c1ccc(-c2ccc(S(=O)(=O)Cl)cc2)cc1	16	4	-17	1	34	-1
Cn1c(-c2ccc(Br)cc2)cc2[nH]c(=S)nc(N)c2c1=O	-14	-8	-12	-24	2	-17
CCOc1ccnc2c(OC)c(C)c3nc4ccccc4nc3c12	-5	-7	14	-13	91*	8
CC(C)OC(=O)c1cccnc1/C=N/O	-11	-14	20	-27	-18	-32
CC1(C)C(=NNc2ccccc2)C(C)(C)C1=NNc1ccccc1	16	96*	80*	63	33	15
O=C(Nc1ccccc1)O/N=C1/CCCC/C1=C\c1ccccc1	88*	82*	84*	90*	84*	88*
CCN(CC)C(=O)C/C(C)=N/NC(=O)c1ccncc1	-5	38	21	-10	0	-11
O=c1c2cc3c(=O)n(CC#CCN4CCCCC4)c(=O)c3cc2c(=O)n1CC#CCN1CCCCC1	-15	-2	3	-2	-16	-2
NC(=S)C(=S)N=Cc1c(N)[nH]n(-c2ccccc2)c1=O	54	-11	62	49	45	58
Cc1cc2nnn(C3CCCCO3)c2cc1C (stereo not drawn)	-18	13	-16	-13	-32	3
CCCCCCCn1ccnc1NCCCCCCCCCCNc1nccn1CCCCCCC	47	94*	94*	100*	99*	99*
Cc1cc(=O)[nH]c(N/N=C/C=C/c2ccccc2)n1	-17	-16	-16	-26	-26	-35
Cc1ccc(S(=O)(=O)OC2CCCCCC2c2ccccc2)cc1 (stereo not drawn)	0	-3	-42	-5	-4	8
CCOC(=O)c1nc2ccc(C(F)(F)F)cc2nc1NCc1ccc(OC)cc1	-1	5	17	10	-16	5
c1ccc(N=C(Nc2ccccn2)Nc2ccccn2)nc1	1	-15	-34	-7	-25	5
COc1ccc(C(C)=O)cc1CO/N=C1\CSCc2ccccc21	34	48	22	12	12	23

Given field by field: part of the list above.
smiles: CCOc1ccccc1NC(=O)CSc1nnc(Cc2ccccc2)o1
- sgs1 mgt1: -46
- bub3: -5
- cln2 rad14: -9
- yeast mec2-1: -49
- mlh1 rad18: -48
- rad50: -21

smiles: CC(=O)C12C[C@](C#N)(N3CCCCCC3)C1C=Cc1ccccc12 (stereo partly drawn)
- sgs1 mgt1: -46
- bub3: -22
- cln2 rad14: -51
- yeast mec2-1: -30
- mlh1 rad18: -56
- rad50: -56

smiles: Cc1ncc2c(c1O)COC2=O
- sgs1 mgt1: 11
- bub3: 12
- cln2 rad14: 6
- yeast mec2-1: 0
- mlh1 rad18: -26
- rad50: 6

smiles: Cc1cccc(CNc2ccc(S(=O)(=O)c3ccc(NCc4cccc(C)n4)cc3)cc2)n1
- sgs1 mgt1: 10
- bub3: -6
- cln2 rad14: -9
- yeast mec2-1: 4
- mlh1 rad18: 15
- rad50: 5

Following part
SMILES	sgs1 mgt1	bub3	cln2 rad14	yeast mec2-1	mlh1 rad18	rad50
Oc1c(Br)cc2c(c1Br)Cc1ccccc1-2	2	22	-26	-4	12	-3
NCCC(=O)NCCSSCCNC(=O)CCN	6	7	-17	11	15	-8
CC(C)OC(=S)SC1CCCCC1=O (stereo not drawn)	-4	-6	-66	-8	-8	0
CC(C)OC(=O)C1CCC(=O)N1 (stereo not drawn)	-7	19	-84	-6	-20	12
COC(=O)C(C(=O)C(=O)Nc1ccc([N+](=O)[O-])cc1[N+](=O)[O-])c1nc2ccc(Cl)cc2[nH]c1=O (stereo not drawn)	39	12	20	11	26	10
CCn1c(O)c(C=Nc2ccccc2)s/c1=N/Nc1nc(C)cs1	-25	-27	-14	-55	-28	-45
c1ccc2c(c1)OP1(=NP3(=NP4(=NP5(=N1)Oc1ccccc1-c1ccccc1O5)Oc1ccccc1-c1ccccc1O4)Oc1ccccc1-c1ccccc1O3)Oc1ccccc1-2	-30	-1	-4	6	17	8
CC(N)(/C=C/c1ccccc1)C(=O)O (stereo not drawn)	-50	-21	-32	-39	-18	-16
NNC(=O)NN=C(c1ccccc1)c1ccccc1	11	4	-26	-13	33	2
C[N+]12CCC34c5ccccc5NC3C3C(CC(=O)[O-])OCC=C(C1)C3CC42 (stereo not drawn)	.	.	.	-45	-31	-8
Cc1ccc(S(=O)(=O)N2C(=N)C(=S)N(C)C2=O)cc1	-15	-16	-30	-10	12	-43
Cn1/c(=N\N=C\C(=O)O)sc2ccccc21	.	.	.	-14	10	-6
CC1=C[C@H](C[C@]2(C)c3c(c4c(C)cccc4oc3=O)O[C@@H]2C)OC1=O	11	-3	17	24	33	1
Cc1cc(C)n(-c2nc(C)c(CCO)c(=O)[nH]2)n1	-6	-41	16	-15	-9	-6
CN(C)C1=CC(=S)NC(c2ccccc2)C1 (stereo not drawn)	-4	-15	-12	-16	-1	-2
COc1ccc2cc(C(=O)c3cc4ccc(OC)cc4oc3=O)c(=O)oc2c1	16	14	20	-3	0	8
CC(=O)ON=C1C=CC(=C(C#N)c2ccccc2)C=C1	64	66	98*	99*	99*	97*
CCc1cc(C(C)(C)C)cc(C(C)(C)C)c1O	-6	21	6	18	2	24
CC(C(=O)O)C(Nc1ncnc2c1ncn2C1OC(CO)C(O)C1O)C(=O)O (stereo not drawn)	-28	4	-2	-12	-26	-8
CCOC(=O)c1c(Br)c(-c2ccc(Br)cc2)c(Br)n1C	-6	-7	24	-16	-11	8
CC(=O)NNS(=O)(=O)c1ccccc1	4	-18	-1	29	17	8
CN1CCN(CCCN2CC3CC=CCC3C2)CC1 (stereo not drawn)	15	-10	0	5	-19	4
COC(c1ccc(C(C)(C)C)cc1)(c1ccc(C(C)(C)C)cc1)c1cc(C(O)(c2cc(C(OC)(c3ccc(C(C)(C)C)cc3)c3ccc(C(C)(C)C)cc3)c(C)cc2C)c2cc(C(OC)(c3ccc(C(C)(C)C)cc3)c3ccc(C(C)(C)C)cc3)c(C)cc2C)c(C)cc1C	-13	-18	14	-13	-9	-27
CCOc1ccc(N2CC(=O)N3CCCN3C(=O)C2)cc1	-10	-7	-3	0	-2	-19
Nc1nnc2nc(CC(=O)c3ccc4ccccc4c3)c(=O)[nH]n12	0	-4	-21	11	2	-2
O=C(O)CCSCCCCCCCCCCCCSCCC(=O)O	18	-4	19	19	26	16
CC(C)(C)OC(=O)NC(Cc1ccc([N+](=O)[O-])cc1)C(=O)NCC(=O)OCc1ccccc1 (stereo not drawn)	7	-6	33	8	-9	-17
CN(C)c1ccc(/C=C/c2ccc(/C=C/c3ccc(N(C)C)cc3)cc2)cc1	5	-11	10	-10	21	-15
Cc1cc(C(=O)O)c(C(=O)O)c(=O)[nH]1	0	-1	7	6	-14	1
CC(C(=O)c1ccc(Cl)cc1)[n+]1cc(Br)cc(Br)c1 (stereo not drawn)	-9	-21	-19	-14	-10	-23
COC(=O)C(C(=O)OC)C(Br)(OC(C)=O)OC(C)=O	5	11	7	8	-3	-9

Limited to rad50 and yeast mec2-1 (2 entries from above):
Compound	rad50	yeast mec2-1
CC(C)(C)OC(=O)NC(Cc1ccc([N+](=O)[O-])cc1)C(=O)NCC(=O)OCc1ccccc1 (stereo not drawn)	-17	8
CN(C)c1ccc(/C=C/c2ccc(/C=C/c3ccc(N(C)C)cc3)cc2)cc1	-15	-10
